# ELG1 DNA repair = ELG1-dependent DNA repair inhibition. Potency, µM (top dose mostly 46.1 µM), for inactives: top-dose activity change, negative = inhibition, hits mostly inhibitors. 330,000 tested, 2.3% active. HEK293T ELG1-luciferase reporter, luminescence, 16 h; DNA damage induced by 5-fluorouridine; active = well fitted inhibition curve with a large enough effect; inconclusive = small, poorly fitted or top-dose-only effect, or effect the other way; also: potency is read from the fitted curve at half-maximal effect; nearly all actives have a fitted effect of over 55% in size
#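 Overnight (16 hr) co-exposure of 2,000 cells/well to 5-fluorouridine and compound at 37 °C preceded detection. Luciferase was quantified via ONE-Glo luminescence; loss of signal denotes inhibition.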
# KCNH2 3.1 inh = KCNH2 3.1 (human) potassium channel inhibition | U2OS KCNH2 3.1, thallium flux FluxOr; stronger effect = lower value | 340,000 tested, 0.95% active | activity change, % (tested at about 1.8 µM);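 active = maximum activity change below -70%; inconclusive = maximum activity change from -70% to -50%; inactive = maximum activity change above -50%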;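 also: thallium influx rate constant from kinetic fluorescence after stimulation buffer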
#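 Thallium flux read-out: FluxOr dye with Red40 quencher in HBSS/HEPES, 45 min at RT. Rate constants from kinetic reads were normalized to positive and negative DMSO controls. Cells: U2OS virally expressing the 3.1 isoform.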
# The depositor's hits bear a star; ? = inconclusive; . = not tested or not shown. % is scaled to controls: 0 for no effect and ±100 for the full control effect.
Compound	ELG1 DNA repair	KCNH2 3.1 inh
COc1ccc(NS(=O)(=O)c2cccc(C(=O)NN=Cc3ccc(O)c(OC)c3)c2)cc1	13.0%	-23.8
CCOC(=O)C1=C(COC(=O)C2CC(=O)N(CCc3ccccc3)C2)NC(=O)NC1C (configuration not stated)	-0.6%	-4.5
NC(=O)c1ccc(NC(=O)COC(=O)/C=C/c2ccc(Br)o2)cc1	0.0%	4.2
Cc1n[nH]c(C)c1NC(=O)CSc1nnnn1-c1cccc(F)c1	?	-35.9
O=C(CN1c2cccc3cccc(c23)S1(=O)=O)NC1CCCCC1	7.5%	-8.4
COc1ccc(/C=C/c2c(-c3ccccc3OC)sc3ccccc23)cc1OC	1.5%	0.0
O=C(CSc1ncnc2sc3c(c12)CCCC3)NC1CCS(=O)(=O)C1 (configuration not stated)	-10.4%	5.0
NS(=O)(=O)c1cccc(NC(=O)COC(=O)/C=C/c2nc3ccccc3s2)c1	?	1.2
COc1cc(OC)cc(-c2c(C#Cc3ccsc3)c3cc(-c4ccc(CN5CCOCC5)cc4)ccc3n2C)c1	20.8%	6.2
CCOC(=O)c1ccc(S(=O)(=O)NNc2ccc(C(F)(F)F)cn2)cc1	?	8.9
CCc1ccccc1NC(=O)CN(C)C(=O)COC(=O)c1cccnc1Cl	15.6%	-2.9
C=CCC[C@@H](Cc1ccc(F)cc1)C(=O)OC[C@@H]1CCCN1C(=O)[C@H](CC=C)CC(=O)N[C@H](CO)Cc1ccccc1	?	-14.3
Cc1ccccc1C(=O)OCC(=O)NCc1ccco1	?	-6.1
O=C(COC(=O)c1cc(S(=O)(=O)N2CCOCC2)c(Cl)cc1Cl)NCc1ccco1	-0.8%	8.0
COC(=O)[C@]1(C)N[C@H](CN(C)S(=O)(=O)c2ccc(C)cc2)[C@@H]2C(=O)N(Cc3ccccc3)C(=O)[C@@H]21	-1.7%	-8.5
CC(NC(=O)COC(=O)C1CCCCC1)c1ccccc1 (configuration not stated)	4.5%	26.8
O=C(COc1ccc(F)cc1Cl)N1CCN(C(=O)c2cccs2)CC1	-17.9%	12.9
CNc1ccc(C(=O)OCC(=O)NC(=O)NC2CCCC2)cc1[N+](=O)[O-]	22.7%	0.8
CC(C)Cn1c(N)c(C(=O)COC(=O)c2cc3ccccc3cc2O)c(=O)n(C)c1=O	0.0%	?
COc1ccc(NC(=O)Nc2cccc3c2O[C@H](CN(C)S(=O)(=O)c2ccc(OC)cc2)[C@@H](C)CN([C@H](C)CO)C3=O)cc1	20.6µM*	2.8
CC(C)(C)[C@@H]1COC(=O)[C@@H](Cc2ccc(F)cc2)CC/C=C\C[C@@H](CC(=O)N(CCO)Cc2ccccc2)C(=O)N1	?	1.3
CC(=O)Oc1cc(C(=O)OCC(=O)N2CCc3ccccc3C2)cc(OC(C)=O)c1OC(C)=O	?	7.3
O=C(/C=C/c1cccc(F)c1)OCC(=O)c1ccc[nH]1	0.0%	0.1
CCC(CO)Oc1cc(NC(=O)c2ccccc2[N+](=O)[O-])c2ncn(C(C)C)c2c1 (configuration not stated)	-23.8%	-1.0
CCOC(=O)C1=CN(Cc2cccc(Br)c2)S(=O)(=O)NC1C (configuration not stated)	-2.4%	-6.9
CCOC(=O)C1=CN(Cc2cccc(-c3ccc(F)cc3)c2)S(=O)(=O)N(C)C1C (configuration not stated)	?	4.1
CCCCN(C(=O)C1COc2ccccc2O1)c1c(N)n(CCC)c(=O)[nH]c1=O (configuration not stated)	10.2%	-18.8
COc1ccc(OC)c(NC(=O)CN2c3cccc4cccc(c34)S2(=O)=O)c1	?	3.3
Cc1cc(C)c(C(N)=O)c(SCC(=O)c2cc(C)n(-c3cc(C)on3)c2C)n1	.	9.4
CCC[C@H]1NC(=O)[C@H](C)N(C)C(=O)C(C)(C)C(=O)C(C)NC(=O)[C@H](Cc2ccc(OC)cc2)N(C)C(=O)[C@H](C(C)C)N(C)C(=O)CNC(=O)[C@H](CC(C)C)N(C)C(=O)CNC(=O)[C@H]([C@@H](C)CC)OC(=O)[C@H]1C (some centres not stated)	?	5.2
COc1ccc(NC(=O)CSc2nnc(-c3cccs3)n2N)cc1S(N)(=O)=O	?	16.1
CCOC(=O)[C@H]1[C@H]2COc3ccccc3[C@@H]2N2C(=O)[C@@H](C)NC(=O)[C@@]12C	-2.9%	-2.4
O=C(COC(=O)c1cccc(Br)c1)NCc1ccco1	8.7%	8.4
C[C@@H]1CN([C@H](C)CO)C(=O)c2cc(NC(=O)Cc3cn(C)c4ccccc34)ccc2O[C@H]1CN(C)C(=O)Nc1ccc2c(c1)OCO2	?	9.6
CC1CCC2(CC1)NC(=O)N(CC(=O)Nc1ccc3c(c1)OCO3)C2=O (configuration not stated)	-2.5%	3.8
O=C(NC1C/C=C\C(c2ccccc2)N(c2ccccc2)C(=O)C1)OCC1c2ccccc2-c2ccccc21 (configuration not stated)	-3.9%	-7.6
Cn1c2ccccc2c2c(=O)oc3ccccc3c21	?	-11.5
CC[C@]1(C(=O)OC)[C@H]2C(=O)N(C)C(=O)[C@H]2[C@H]2CN(C)C(=NC)N21	11.6%	-1.1
Cn1c(N)c(C(=O)COC(=O)COc2ccc(Cl)cc2Cl)c(=O)n(C)c1=O	6.9%	-6.3
CCN1C(=O)[C@H]2[C@H]3CN=C(SCc4ccc(C)cc4)N3[C@@](C)(C(=O)OC)[C@H]2C1=O	8.1%	-12.6
CN(C(=O)c1ccc(NC(=O)C2CCCN(C(=O)OC(C)(C)C)C2)cc1)C1CCCCC1 (configuration not stated)	2.8%	20.8
Cc1cccc(C)c1NC(=O)COC(=O)c1cc(S(=O)(=O)Nc2ccc(Cl)cc2)ccc1O	14.3%	7.6
Cc1noc(C)c1COc1ccc(C(=O)N2CCC(C(N)=O)CC2)cc1	8.8%	-10.7
O=C(NCc1cccnc1)c1ccccc1NS(=O)(=O)c1ccc(Br)cc1	-16.1%	-0.6
Cc1ccc(S(=O)(=O)N2CCCCC2)cc1NC(=O)C1CC1	6.1%	18.4
CCC(CC)c1nnc(NC(=O)c2cccc(S(=O)(=O)N3CCOCC3)c2)s1	?	-2.1
Cc1ccc(S(=O)(=O)N2CCOCC2)cc1C(=O)NC(C)CCc1ccccc1 (configuration not stated)	-13.9%	-4.2
COCC(=O)N[C@@H]1c2ccccc2CC[C@@H]1OCc1ccccc1	-1.0%	3.5
COc1ccc(NC(=O)COC(=O)CCc2nc3ccccc3c(=O)[nH]2)cc1Cl	?	14.5
Cc1ccc(S(=O)(=O)N2CCN(C(C)C(=O)NCC(C)c3ccccc3)CC2)cc1 (configuration not stated)	?	-3.5

# (continued)
Compound	ELG1 DNA repair	KCNH2 3.1 inh
CC(C)(C)c1ccc(S(=O)(=O)N2CCN(CC(O)CN3CCOCC3)CC2)cc1 (configuration not stated)	-0.9%	-11.8
COc1ccc(NS(=O)(=O)c2cc(N)ccc2N2CCCC2)cc1	-21.7%	3.5
CC(C)CC1Nc2ncnc(N3CCN(c4ccccn4)CC3)c2N(Cc2ccccc2)C1=O (configuration not stated)	-10.6%	-14.6
Cc1ccc(S(=O)(=O)N2CCN(C3CC(=O)N(c4ccc(F)cc4)C3=O)CC2)cc1C (configuration not stated)	-18.3%	4.3
Cc1cc(NC(=O)COC(=O)C2=NN(c3ccccc3)C(=O)CC2)c([N+](=O)[O-])cc1C	?	15.0
CC[C@]12c3[nH]c4cc(CCC(=O)N(C)C)ccc4c3CCN1C(=O)[C@@H](CC(=O)NC/C=C(\C)CCC=C(C)C)C[C@@H]2C(=O)N1CCN(C(=O)C2CC2)CC1	?	-8.8
O=C(COC(=O)c1ccc([N+](=O)[O-])o1)NC1CCCc2ccccc21 (configuration not stated)	?	0.4
COc1ccc(NS(=O)(=O)c2ccc(N3CCCCC3)c(NC(=O)C(C)NC(N)=O)c2)cc1 (configuration not stated)	-17.0%	19.7
CCc1ccccc1NC(=O)CN(C)C(=O)COC(=O)c1ccco1	2.5%	18.0
CN(CC(=O)Nc1ccc(OC(F)(F)F)cc1)C(=O)/C=C/c1ccco1	0.0%	-9.2

# More compounds.
molecule	ELG1 DNA repair	KCNH2 3.1 inh
O=C(c1ccco1)N1CCN(C(=O)c2ccc(-c3ccc([N+](=O)[O-])cc3)o2)CC1	?	?
CCN(C[C@H]1N[C@@](CC)(C(=O)OC)[C@H]2C(=O)N(Cc3ccccc3)C(=O)[C@@H]12)C(=O)NC(C)C	-6.5%	5.6
COc1ccc(-c2oc3ccc(-c4cc(OC)c(OC)c(OC)c4)cc3c2C#Cc2ccccn2)cc1	?	-3.2
Cc1ccc2c(c1)C(=O)C(=O)N2c1ccc(Cl)cc1	14.9%	-11.9
Cc1ccc(NC(=O)C2CCC(C(C)(C)C)CC2)cc1S(=O)(=O)N1CCOCC1 (configuration not stated)	23.1µM*	-3.0
CC1(C)CC2CC(C)(CN2S(=O)(=O)c2ccccc2[N+](=O)[O-])C1 (configuration not stated)	?	4.0
CC(C)(C)[C@@H]1CCC(=O)N(CC[C@H](Sc2ccc(Br)cc2)c2ccccc2)CC1	12.2%	-2.5
O=C(Cn1cnc2c(OCc3ccccc3)ncnc21)NCCN1CCOCC1	2.5%	4.6
COc1ccccc1NC(=O)COc1ccc(C(=O)NCC2CCCO2)cc1OC (configuration not stated)	?	-7.2
COc1cccc(CC(=O)OCC(=O)NCc2ccc3c(c2)OCO3)c1	7.5%	0.6
CCOc1ccc(S(=O)(=O)NCCC(=O)NC2CCC(C)CC2)cc1 (configuration not stated)	9.8%	3.4
COc1cc(/C=C/C(=O)OCC(=O)NC(=O)C2COc3ccccc3O2)ccc1OC(F)F (configuration not stated)	9.2%	-9.4

# Among those listed so far, 5 have bromine:
molecule	ELG1 DNA repair	KCNH2 3.1 inh
NC(=O)c1ccc(NC(=O)COC(=O)/C=C/c2ccc(Br)o2)cc1	0.0%	4.2
CCOC(=O)C1=CN(Cc2cccc(Br)c2)S(=O)(=O)NC1C (configuration not stated)	-2.4%	-6.9
O=C(COC(=O)c1cccc(Br)c1)NCc1ccco1	8.7%	8.4
O=C(NCc1cccnc1)c1ccccc1NS(=O)(=O)c1ccc(Br)cc1	-16.1%	-0.6
CC(C)(C)[C@@H]1CCC(=O)N(CC[C@H](Sc2ccc(Br)cc2)c2ccccc2)CC1	12.2%	-2.5

# New compounds follow.
molecule	ELG1 DNA repair	KCNH2 3.1 inh
O=C(Cc1ccccc1)NCC(=O)N1CCN(Cc2cccc(Cl)c2)CC1	-16.4%	0.7
COCC(C)n1c(C)cc(C(=O)COC(=O)c2cccn2C)c1C (configuration not stated)	?	0.3
C[C@H](CO)N1C[C@H](C)[C@@H](CN(C)C(=O)Nc2ccc(C(F)(F)F)cc2)Oc2c(NC(=O)NC3CCCCC3)cccc2C1=O	?	-0.9
Cc1cc(C(=O)OCC(=O)NC2CCCC(C)C2C)c(C)o1 (configuration not stated)	6.2%	18.7
Cc1ccc(S(=O)(=O)N(C)CC(=O)NNC(=O)CCNS(=O)(=O)c2cccc(C)c2)cc1	17.1%	6.6
O=C(COC(=O)c1cnc(Cl)c(Cl)c1)NC1CC1	?	-14.1
C[C@H]1CN([C@@H](C)CO)C(=O)Cc2cc(NC(=O)CCC(F)(F)F)ccc2O[C@H]1CN(C)Cc1ccc(-c2ccccc2)cc1	?	-1.9
CC(C)[C@H](NS(=O)(=O)c1ccccc1)C(=O)OCC(=O)NCc1ccc2c(c1)OCO2	?	23.1
NC(=O)CC[C@H](NC(=O)c1ccc(F)cc1)C(=O)N1CCN(Cc2ccc3c(c2)OCO3)CC1	-1.0%	-6.1
CNC[C@H]1Oc2c(NS(=O)(=O)c3cccs3)cccc2C(=O)N([C@H](C)CO)C[C@@H]1C	16.7%	19.1
O=C(COC(=O)COc1ccccc1F)NC1CC1	14.6%	-3.3
CN=C1N(C)C[C@@H]2[C@@H]3C(=O)N(Cc4ccccc4)C(=O)[C@@H]3[C@](Cc3ccccc3)(C(=O)OC)N12	?	7.7
COC(=O)[C@]1(C)N[C@H](CN(C)C(=O)c2ccccc2)[C@@H]2C(=O)N(C)C(=O)[C@@H]21	7.8%	6.0
C[C@@H]1COC(=O)[C@@H](CC(=O)OC(C)(C)C)C/C=C\C[C@@H](CC(=O)NCCO)C(=O)N1	28.6%	4.4
O=C(OCC(=O)C12CC3CC(CC(C3)C1)C2)c1ccccc1O	14.0%	0.6
C[C@]12C(=O)N(c3ccc(F)cc3)C(=O)N1[C@H]1c3ccccc3OC[C@@H]1[C@H]2c1ccccc1	-13.6%	-7.8
O=C(Nc1cc2c(cc1Br)OCCO2)c1ccc(=O)[nH]c1	10.7%	5.5
COc1ccc(-c2c(-c3cc(OC)cc(OC)c3)n(C)c3ccc(-c4ccc5c(c4)OCCO5)cc23)cc1	?	-5.5
COc1ccc(CCNC(=O)C2CC(O)CN2S(=O)(=O)c2ccc(Cl)cc2)cc1OC (configuration not stated)	4.9%	6.1
COc1ccc(S(=O)(=O)N2CCCCCC2)cc1NC(=O)Cc1ccc(OC)c(OC)c1	18.3µM*	-15.9

# A portion of the library; count on the stated rates, not on these rows.
